# Screening results as filed in PubChem BioAssay.
# TCR-CD3 inh: inhibitors of human TCR-CD3 interaction; TAMRA-labeled TCR probe fluorescence, biochemical; 360,000 tested, 0.37% active; AID 651800; inhibition, % at 9.4 µM; in the data active means inhibition above about 19%;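 further: recombinant mutant TCR 2C K166C tagged with TAMRA read by polarization; 0% = receptor in buffer alone and 100% = receptor with positive control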
# mABHD4 FP: inhibitors of mouse ABHD4; AID 720543; Q8VD66; purified mABHD4, FP-Rh probe fluorescence polarization; 370,000 tested, 0.54% active; inhibition, % at 8.92 µM;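 active means inhibition exceeding the mean over every tested compound plus 3 SD, cut at about 30% in these data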;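 further: 0% = plate median of compound wells and 100% = S159A mutant with DMSO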
# Target sequence (Q8VD66 whole entry, looked up): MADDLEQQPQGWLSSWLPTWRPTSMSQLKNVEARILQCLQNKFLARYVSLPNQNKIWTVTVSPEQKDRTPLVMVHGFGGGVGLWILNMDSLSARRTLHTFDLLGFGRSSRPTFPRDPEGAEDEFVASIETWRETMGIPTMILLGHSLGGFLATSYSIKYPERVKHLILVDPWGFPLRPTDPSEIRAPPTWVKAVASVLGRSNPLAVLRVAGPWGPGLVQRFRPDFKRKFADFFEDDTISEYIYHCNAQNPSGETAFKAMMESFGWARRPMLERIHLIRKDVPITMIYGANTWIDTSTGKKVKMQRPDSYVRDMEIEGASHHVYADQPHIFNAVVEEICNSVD
#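 assay system = mABHD4 protein | compound dosing = single nominal dose of 8.92 µM, 0.89% DMSO final | read-out basis = percent inhibition of probe binding, normalized to plate controls | schedule = Enzyme–compound pre-incubation 45 min, then probe 60 min, both 25 °C | detection = fluorescence polarization, excitation 525 nm, emission 598 nm, BODIPY TMR filters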
# LEDGF integ inh: blocks HIV-1 LEDGF/p75-dependent DNA integration; TR-FRET IN-LEDGF/p75 DNA integration, Eu/Cy5; inhibition, % at 3.7 µM; 370,000 tested, 0.64% active;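 active means inhibition above the screen-wide mean plus 3 SD, cut at about 13% in these data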;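 further: signal is the Cy5 over europium emission ratio at 671 and 618 nm; 0% = plate median of compound wells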
# PRMT1 FP inh: inhibitors of human PRMT1; recombinant PRMT1, activity-based probe fluorescence polarization; inhibition, % at 2.79 µM; 370,000 tested, 1.3% active; AID 652257;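 active means inhibition above about 21% made by adding two undisclosed values, limit read from the data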
# PG9 Ab binder: PG9 antibody binding by small molecule. TR-FRET gp120-PG9 antibody binding. AID 624416. 360,000 tested, 0.43% active. inhibition, % at 6.7 µM; in the data active means inhibition above about 8.5%
# SIAE primary: inhibitors of human sialic acid acetylesterase SIAE; Q9HAT2; SIAE FP-Rh probe binding, fluorescence polarization; inhibition, % at 9.66 µM; 370,000 tested, 0.69% active; AID 1053197;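 active means inhibition above a cutoff: mean of compounds within the control limits plus 3 SD of those, cut at about 17% in these data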;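 further: 0% = plate median of compound wells and 100% = probe without SIAE protein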
# Rev-erbA mod: modulates human Rev-erb alpha binding to DNA; 370,000 tested, 0.79% active; P20393; activity, % at 10 µM; AID 1259318; Rev-erbα–FITC-DNA binding, fluorescence polarization, 90 min;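 active means activity above about 14%, limit read from the data; passing the limit was not always enough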;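 further: 0% = DMSO wells with 35 nM protein and 100% = DMSO wells with 750 nM protein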
# Target sequence (P20393 whole entry, looked up): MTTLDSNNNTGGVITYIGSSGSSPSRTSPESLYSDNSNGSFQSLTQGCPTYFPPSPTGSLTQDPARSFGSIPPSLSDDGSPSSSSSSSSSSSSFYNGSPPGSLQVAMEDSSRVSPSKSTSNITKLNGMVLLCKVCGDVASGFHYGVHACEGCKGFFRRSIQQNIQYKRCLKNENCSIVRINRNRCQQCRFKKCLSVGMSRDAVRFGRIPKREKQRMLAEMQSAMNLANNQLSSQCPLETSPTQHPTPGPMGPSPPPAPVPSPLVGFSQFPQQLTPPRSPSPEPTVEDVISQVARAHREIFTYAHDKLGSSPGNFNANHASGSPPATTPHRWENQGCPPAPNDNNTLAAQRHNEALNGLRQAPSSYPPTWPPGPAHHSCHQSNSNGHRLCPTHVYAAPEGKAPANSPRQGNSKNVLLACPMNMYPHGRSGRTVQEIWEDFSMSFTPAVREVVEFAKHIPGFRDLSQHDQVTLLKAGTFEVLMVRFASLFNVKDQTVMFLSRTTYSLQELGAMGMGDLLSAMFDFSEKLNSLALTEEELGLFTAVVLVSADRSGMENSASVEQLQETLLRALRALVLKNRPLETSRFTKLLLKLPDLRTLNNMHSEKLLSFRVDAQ
# rCAG binder: binds r(CAG) RNA repeats | r(CAG) RNA repeat, TO-PRO-1 dye displacement fluorescence | AID 651821 | 370,000 tested, 1.3% active | inhibition, % at 3 µM;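 active means inhibition above the plate cutoff, the mean of all test compounds on that plate plus 3 SD, cut at about 35% in these data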;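 further: 0% = DMSO alone and 100% = 100 µM mitoxantrone as full dye displacement; higher means more dye released from RNA so lower well fluorescence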
# TDP2 absorb: blocks human TDP2 phosphodiesterase activity; O95551; 370,000 tested, 0.34% active; inhibition, % at 12.8 µM; recombinant TDP2, T5PNP hydrolysis, p-nitrophenol absorbance 415 nm; AID 720702;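 active means inhibition above the mean of all tested compounds plus 3 SD, set per campaign, cut at about 25% in these data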;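 further: 0% = DMSO with enzyme and 100% = buffer with substrate but no TDP2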
#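 Test system: Human TDP2 enzyme | Reagent: 5 mM T5PNP | Compound dosing: 12.8 µM single point, 1% DMSO | Incubation: Enzyme reaction with compound for 2 h at 37 °C | Technique: p-Nitrophenol epi absorbance | Read-out: % inhibition relative to enzyme-containing and enzyme-free wells | Benchmarks: High control without enzyme, low control DMSO plus TDP2 | Replicates: Singlicate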
# HTRA1 inhibitor: blocks human HTRA1 serine peptidase | AID 504803 | 340,000 tested, 0.5% active | inhibition, % at 5.96 µM | Q92743 | recombinant HTRA1, FP-rhodamine activity-based probe, fluorescence polarization; in the data active means inhibition above about 36%;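 further: 0% = enzyme with DMSO and 100% = wells lacking enzyme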
# The depositor's hits bear a star; / = no result given. A portion of the library; count on the stated rates, not on these rows.
# Labels used below – A = TCR-CD3 inh; B = mABHD4 FP; C = LEDGF integ inh; D = PRMT1 FP inh; E = PG9 Ab binder; F = SIAE primary; G = Rev-erbA mod; H = rCAG binder; I = TDP2 absorb; J = HTRA1 inhibitor
C[N+]12CCCCC1[C@@H](CO)CCC2 (stereo not given in full)
  A: 1	B: 3	C: -3	D: -4	E: -2.0	F: 12	G: 1	H: -1	I: 13	J: 7

CCCOC(=O)C1[C@H]2C(=O)N(CC3CCCO3)C[C@]23C=C[C@H]1O3 (stereo not given in full)
  A: -3	B: -2	C: -3	D: -1	E: -0.2	F: 3	G: -4	H: 8	I: 0	J: 3

Cc1noc(/C=C/c2cccs2)c1S(=O)(=O)N1CCC(C(=O)NCCCN2CCC(C)CC2)CC1
  A: -2	B: 4	C: -1	D: 0	E: -0.9	F: -5	G: -2	H: -3	I: -8	J: 6

COc1ccccc1/C=C/C(=O)OCC(=O)NC1CCCCCC1
  A: 5	B: 7	C: -2	D: 1	E: 2.6	F: 1	G: -2	H: 1	I: 8	J: -4

O=C(Nc1ccc(F)cc1F)C1CCN(C(=O)c2ccc(Br)cc2)CC1
  A: 0	B: -5	C: 2	D: -3	E: -2.3	F: 3	G: 0	H: -4	I: -7	J: 2

CC(C)(C)c1ccc(OCCNC(=O)Cc2ccc(F)cc2)cc1
  A: 5	B: -5	C: 1	D: 0	E: 0.4	F: 1	G: -4	H: -2	I: -1	J: -13

O=C(Nc1nccs1)c1cccc(N2C(=O)c3cccc4c([N+](=O)[O-])ccc(c34)C2=O)c1
  A: 3	B: 4	C: 4	D: 7	E: 1.0	F: -4	G: -14	H: -2	I: 1	J: 7

O=Nc1c(O)[nH]c2ccc(F)cc12
  A: -2	B: 12	C: -4	D: 0	E: -1.6	F: 23*	G: 0	H: 3	I: -5	J: 15

CSc1cnnc2ccccc12
  A: -4	B: 1	C: 0	D: 2	E: 1.9	F: -2	G: -3	H: 3	I: 7	J: 0

COCCNC(=O)CN(C(=O)Cn1nnc2ccccc21)c1cccc(C)c1C
  A: 5	B: 4	C: 1	D: 2	E: -1.4	F: 2	G: 1	H: -6	I: 9	J: 5

O=C(c1ccc(Oc2ccc(C(F)(F)F)cc2[N+](=O)[O-])cc1)N1CCOCC1
  A: 3	B: 0	C: 1	D: 0	E: -2.5	F: -5	G: -1	H: -5	I: -2	J: 1

Cc1ccc(NC(=O)CCn2nc([N+](=O)[O-])cc2C)nc1
  A: -4	B: -1	C: 3	D: -1	E: 0.3	F: 2	G: 2	H: 1	I: -11	J: 2

C=CCN(CC=C)CC(O)Cn1c2ccccc2c2ccccc21 (stereo not given)
  A: -2	B: 11	C: 1	D: -1	E: 1.1	F: 5	G: 6	H: -7	I: -3	J: -6

COC(=O)/C=C/c1c(C)nc(NCc2ccccc2)nc1Cl
  A: 1	B: 6	C: 1	D: -5	E: -1.2	F: 0	G: 0	H: 8	I: 16	J: -8

COc1ccc(-c2oc(=O)c3cc(OC)c(OC)cc3c2-c2ccc3c(c2)OCO3)cc1
  A: -2	B: 7	C: -2	D: -2	E: -1.5	F: 1	G: -4	H: 5	I: 5	J: 4

# Retrieved by compound from above:
# Labels used below – A = TCR-CD3 inh; B = mABHD4 FP; C = LEDGF integ inh; D = PRMT1 FP inh; E = PG9 Ab binder; F = SIAE primary; G = Rev-erbA mod; H = rCAG binder; I = TDP2 absorb; J = HTRA1 inhibitor
O=C(c1ccc(Oc2ccc(C(F)(F)F)cc2[N+](=O)[O-])cc1)N1CCOCC1
  A: 3	B: 0	C: 1	D: 0	E: -2.5	F: -5	G: -1	H: -5	I: -2	J: 1

Cc1noc(/C=C/c2cccs2)c1S(=O)(=O)N1CCC(C(=O)NCCCN2CCC(C)CC2)CC1
  A: -2	B: 4	C: -1	D: 0	E: -0.9	F: -5	G: -2	H: -3	I: -8	J: 6

# The main list resumes, starting five compounds before the break.
# Labels used below – A = TCR-CD3 inh; B = mABHD4 FP; C = LEDGF integ inh; D = PRMT1 FP inh; E = PG9 Ab binder; F = SIAE primary; G = Rev-erbA mod; H = rCAG binder; I = TDP2 absorb; J = HTRA1 inhibitor
O=C(c1ccc(Oc2ccc(C(F)(F)F)cc2[N+](=O)[O-])cc1)N1CCOCC1
  A: 3	B: 0	C: 1	D: 0	E: -2.5	F: -5	G: -1	H: -5	I: -2	J: 1

Cc1ccc(NC(=O)CCn2nc([N+](=O)[O-])cc2C)nc1
  A: -4	B: -1	C: 3	D: -1	E: 0.3	F: 2	G: 2	H: 1	I: -11	J: 2

C=CCN(CC=C)CC(O)Cn1c2ccccc2c2ccccc21 (stereo not given)
  A: -2	B: 11	C: 1	D: -1	E: 1.1	F: 5	G: 6	H: -7	I: -3	J: -6

COC(=O)/C=C/c1c(C)nc(NCc2ccccc2)nc1Cl
  A: 1	B: 6	C: 1	D: -5	E: -1.2	F: 0	G: 0	H: 8	I: 16	J: -8

COc1ccc(-c2oc(=O)c3cc(OC)c(OC)cc3c2-c2ccc3c(c2)OCO3)cc1
  A: -2	B: 7	C: -2	D: -2	E: -1.5	F: 1	G: -4	H: 5	I: 5	J: 4

CC1CCCCN1S(=O)(=O)c1ccc2c(c1)oc(=O)n2CC(=O)O (stereo not given)
  A: 3	B: 3	C: 5	D: -1	E: 0.6	F: 3	G: 1	H: 6	I: -1	J: -3

Cc1c(C(=O)N(C)c2cccc(Cl)c2)cnn1-c1ccccc1
  A: 5	B: -1	C: 1	D: -8	E: 0.1	F: -1	G: 0	H: 0	I: -6	J: 0

O=C(CCNS(=O)(=O)c1cccs1)N1CCc2ccccc2C1
  A: -7	B: -1	C: -2	D: 0	E: -0.7	F: 0	G: -1	H: -1	I: 7	J: -3

CCC(=O)N1CCc2cc(S(=O)(=O)CCC(=O)N3CCN(c4ccccc4F)CC3)ccc21
  A: 1	B: -10	C: 2	D: -5	E: 3.6	F: -6	G: 0	H: 1	I: -20	J: 1

CCC1CN(C(=O)N2CCC(C(=O)NCc3ccccc3OC)CC2)c2ccccc2O1 (stereo not given)
  A: 8	B: 3	C: -2	D: -9	E: -0.7	F: -3	G: 8	H: -7	I: -17	J: 5

O=C(CCS(=O)(=O)c1ccccc1)Nc1ccccc1N1CCOCC1
  A: -2	B: -1	C: 1	D: -5	E: -0.8	F: 12	G: -2	H: -4	I: 5	J: -6

O=C(CSc1ncn[nH]1)N1N=C2/C(=C\c3ccco3)CCCC2C1c1ccco1 (stereo not given)
  A: -3	B: -7	C: 1	D: 2	E: 0.0	F: -4	G: 2	H: 5	I: 5	J: -10

CCOC(=O)N[C@H](C(=O)N1CCC[C@H]1C(=O)NC1CCCC1)C1CCCCC1
  A: -8	B: -2	C: 1	D: 3	E: -0.6	F: 6	G: 1	H: -1	I: -4	J: /

Cc1cc(C)c2c(N)c(C(=O)Nc3ncc(C)s3)sc2n1
  A: -7	B: 1	C: -6	D: 10	E: -6.7	F: -3	G: -3	H: 13	I: -15	J: -5

O=C(N/N=C1/CCCc2ccccc21)C(c1ccccc1)c1ccccc1
  A: -2	B: -1	C: -4	D: -1	E: 1.4	F: -3	G: 3	H: -4	I: 2	J: -5

O=C(NCCCc1ccccc1)c1cccc(NC(=O)C2CC2)c1
  A: 7	B: -2	C: 2	D: -5	E: 0.7	F: -6	G: -1	H: -1	I: 1	J: 0

Nc1ccc(CCc2ccc(N)cc2)cc1
  A: -3	B: 5	C: -1	D: 3	E: 0.5	F: 1	G: -2	H: 1	I: 5	J: -1

CC(C)C1N(C(=O)CN2CCCC2)CCN1S(=O)(=O)c1ccccc1 (stereo not given)
  A: 4	B: -6	C: -1	D: -5	E: -1.2	F: -3	G: 6	H: 5	I: -4	J: -3

O=c1cc(O)c(-c2ccc(Cl)c(Cl)c2)c(Cl)[nH]1
  A: -5	B: 1	C: -3	D: 0	E: 0.1	F: -5	G: -4	H: 6	I: 8	J: -2

C=CCN(Cc1ccc2c(c1)OCO2)C(C#CC1CC1)C(C)C (stereo not given)
  A: /	B: 7	C: -1	D: 0	E: /	F: 1	G: 3	H: 3	I: -1	J: /

CCCSc1nnc(Nc2ccccc2C)s1
  A: 3	B: -9	C: -1	D: -2	E: -1.1	F: 1	G: -2	H: -4	I: 1	J: -6

CCCn1c(N)c(C(=O)CN(C)CC(=O)Nc2c(Cl)cccc2Cl)c(=O)[nH]c1=O
  A: -4	B: 4	C: 0	D: -2	E: 0.4	F: 0	G: -4	H: 2	I: -10	J: 4

N#CC(c1ccc(Cl)nn1)c1ccc(Cl)cc1Cl (stereo not given)
  A: 6	B: 2	C: 1	D: -1	E: 0.3	F: -5	G: -2	H: 5	I: -1	J: -3

O=[N+]([O-])c1ccc2[nH]c3nc4ccccc4nc3c2c1
  A: -2	B: 4	C: -3	D: 1	E: 0.8	F: -16	G: -19	H: 2	I: -11	J: -11

CCC(C)c1ccc2oc(-c3ccc(NC(=O)Cn4cnc5c(=O)n(C)c(=O)n(C)c54)cc3)nc2c1 (stereo not given)
  A: -5	B: 0	C: 1	D: -2	E: -0.3	F: -8	G: -7	H: 6	I: 2	J: -1

COc1cccc(N=CC=C2OC(C)(C)C(C)(C)O2)c1
  A: -2	B: -1	C: -1	D: 0	E: -1.9	F: 4	G: 1	H: -6	I: -2	J: -4

O=C(Cn1cnc2c(NCc3ccccc3)ncnc21)NCc1ccc2[nH]ccc2c1
  A: 0	B: 0	C: -1	D: 6	E: 33*	F: 5	G: 4	H: 8	I: 2	J: 5

COC(=O)Nc1nnc(CCc2ccccc2)s1
  A: 0	B: 1	C: 1	D: -2	E: -0.6	F: 0	G: -4	H: -4	I: 8	J: 6

COc1ccccc1C(=O)Nc1ccc2oc(-c3ccc(F)cc3)nc2c1
  A: 8	B: -1	C: 0	D: -4	E: -0.4	F: -3	G: 36*	H: 1	I: 4	J: -11

COC(=O)[C@]12C[C@H](CC(=O)NCCc3ccccc3OC)C(=O)N(Cc3cccc4ccccc34)C1=C[C@H](C1CCCC1)O[C@@H]2C
  A: /	B: -8	C: 2	D: -7	E: /	F: -4	G: 3	H: 10	I: -8	J: /

COCCNC(=O)c1c(CS(=O)(=O)c2ccccc2)noc1C(=O)NCc1ccccc1
  A: -2	B: 0	C: 2	D: 4	E: -1.9	F: -1	G: -4	H: -2	I: 2	J: 1

C/C(=N/NC(=O)CN(c1ccccc1)S(=O)(=O)c1ccccc1)c1ccccc1O
  A: 15	B: -5	C: -10	D: 2	E: -1.3	F: -6	G: -1	H: 13	I: -17	J: -11

COc1ccc(C2(C)NC(=O)N(CC(=O)Nc3cccnc3Cl)C2=O)cc1 (stereo not given)
  A: -2	B: 11	C: -7	D: 3	E: -1.7	F: 6	G: -1	H: -4	I: -2	J: 2

CN(C)c1cccc(C(=O)Nc2ccc3nc4n(c(=O)c3c2)CCCCC4)c1
  A: 2	B: 3	C: 1	D: -1	E: -3.2	F: 4	G: -1	H: 3	I: -5	J: -6

CCc1nnc(NC(=O)CSc2nc3ccccc3o2)s1
  A: 5	B: 2	C: 0	D: 4	E: 0.6	F: -8	G: -2	H: 0	I: -1	J: -2

Cc1cccc2[nH]c(SCC(=O)O)nc12
  A: -6	B: -6	C: -7	D: 6	E: -1.4	F: -1	G: 2	H: -1	I: -7	J: -4
